Source: PubChem BioAssay
GC-A act: GC-A (human) enzyme activation | actives 0.14% (n = 370,000) | activation, % at 10 µM | HEK293 GC-A cells, cGMP TR-FRET, EC30 ANP; 0% at EC30 ANP, 100% saturating ANP | P16066 | AID 1671463; in the data active = activation above about 40%
TCR CD3 inh: inhibitors of human TCR-CD3 interaction; inhibition, % at 9.4 µM; AID 651800; actives 0.37% (n = 360,000); TAMRA-labeled TCR probe fluorescence, biochemical; in the data active = inhibition above about 19%;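 also: recombinant mutant TCR 2C K166C tagged with TAMRA read by polarization; 0% = receptor in buffer alone and 100% = receptor with positive control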
UHRF1 binding: human UHRF1 methylated DNA binding inhibitors; actives 0.75% (n = 370,000); UHRF1 binding to methylated oligo, TR-FRET; inhibition, % at 4.4 µM; Q96T88; in the data active = inhibition above about 21%;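 also: UHRF1 SRA domain binding a hemimethylated CpG hairpin DNA probe; 0% = median of test compound wells and 100% = reference inhibitor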
rCAG RNA binder: r(CAG) repeat RNA binding | TO-PRO-1 dye displacement fluorescence | inhibition, % at 3 µM | actives 1.3% (n = 370,000);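 active = inhibition above the plate cutoff, the mean of all test compounds on that plate plus 3 SD, cut at about 35% in these data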;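 also: 0% = DMSO alone and 100% = 100 µM mitoxantrone as full dye displacement; higher means more dye released from RNA so lower well fluorescence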
GC-B act: GC-B (human) receptor activation; P20594; HEK293-GC-B cells, CNP EC30, cGMP TR-FRET; 0% at EC30 CNP, 100% saturating CNP; activation, % at 10 µM; actives 0.11% (n = 370,000); AID 1920062;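 active = activation at 10 µM reaching about 35% in either raw or pattern-adjusted values, limit read from the data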
HTRA1 inh: blocks human HTRA1 serine peptidase; actives 0.5% (n = 340,000); Q92743; recombinant HTRA1, FP-rhodamine activity-based probe, fluorescence polarization; inhibition, % at 5.96 µM; in the data active = inhibition above about 36%;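 also: 0% = enzyme with DMSO and 100% = wells lacking enzyme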
Target sequence (Q92743 whole entry, looked up): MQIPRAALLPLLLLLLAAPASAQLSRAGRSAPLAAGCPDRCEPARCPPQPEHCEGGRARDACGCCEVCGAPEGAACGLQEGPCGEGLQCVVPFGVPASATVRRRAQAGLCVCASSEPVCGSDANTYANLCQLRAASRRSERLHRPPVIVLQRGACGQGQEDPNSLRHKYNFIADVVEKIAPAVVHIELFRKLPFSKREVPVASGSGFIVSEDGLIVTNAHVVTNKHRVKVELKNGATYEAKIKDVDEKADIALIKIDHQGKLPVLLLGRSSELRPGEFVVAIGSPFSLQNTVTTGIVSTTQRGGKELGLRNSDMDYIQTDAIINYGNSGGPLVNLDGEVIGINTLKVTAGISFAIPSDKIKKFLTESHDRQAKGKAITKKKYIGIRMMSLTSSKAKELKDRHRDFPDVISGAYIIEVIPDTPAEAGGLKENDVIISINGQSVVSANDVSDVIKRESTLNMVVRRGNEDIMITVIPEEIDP
SIAE primary: blocks human sialic acid acetylesterase; SIAE FP-Rh probe binding, fluorescence polarization; inhibition, % at 9.66 µM; actives 0.69% (n = 370,000); AID 1053197;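 active = inhibition above a cutoff: mean of compounds within the control limits plus 3 SD of those, cut at about 17% in these data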;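 also: 0% = plate median of compound wells and 100% = probe without SIAE protein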
Target sequence (Q9HAT2 whole entry, looked up): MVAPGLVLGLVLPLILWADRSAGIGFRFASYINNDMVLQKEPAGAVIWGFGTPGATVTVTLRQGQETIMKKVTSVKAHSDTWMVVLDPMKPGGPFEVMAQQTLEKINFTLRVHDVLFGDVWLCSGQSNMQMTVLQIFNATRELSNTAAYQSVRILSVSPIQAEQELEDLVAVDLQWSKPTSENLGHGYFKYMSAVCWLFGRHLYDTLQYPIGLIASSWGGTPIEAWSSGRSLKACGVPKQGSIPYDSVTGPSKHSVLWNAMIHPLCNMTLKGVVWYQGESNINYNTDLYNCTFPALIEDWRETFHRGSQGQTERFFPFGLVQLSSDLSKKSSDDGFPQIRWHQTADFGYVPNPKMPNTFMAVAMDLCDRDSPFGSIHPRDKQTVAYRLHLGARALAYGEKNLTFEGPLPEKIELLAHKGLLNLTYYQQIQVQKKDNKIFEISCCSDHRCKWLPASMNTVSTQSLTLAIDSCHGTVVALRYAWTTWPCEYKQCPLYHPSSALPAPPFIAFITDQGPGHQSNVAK
MBD2 DNA inh: inhibitors of human MBD2 binding to methylated oligonucleotide; AID 686964; Q9UBB5; TR-FRET; actives 0.31% (n = 370,000); inhibition, % at 4.4 µM; in the data active = inhibition above about 13%
ABHD4 inh: inhibitors of mouse ABHD4; Q8VD66; purified mABHD4, FP-Rh probe fluorescence polarization; inhibition, % at 8.92 µM; actives 0.54% (n = 370,000); AID 720543;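 active = inhibition exceeding the mean over every tested compound plus 3 SD, cut at about 30% in these data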;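 also: 0% = plate median of compound wells and 100% = S159A mutant with DMSO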
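Doses – 8.92 µM, single dose · Material – wild-type mouse ABHD4 protein · Replication – single well per compound (singlicate) · Measure – percent inhibition of probe binding, normalized to plate controls · Schedule – 45 min compound pre-incubation plus 60 min probe step, 25 °C · Detection – fluorescence polarization with parallel and perpendicular emission, 525/598 nm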
PRMT1 inh: PRMT1 (human) inhibition, primary screen; Q99873; recombinant PRMT1, activity-based probe fluorescence polarization; inhibition, % at 2.79 µM; actives 1.3% (n = 370,000);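 active = inhibition above about 21% made by adding two undisclosed values, limit read from the data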
Numbers without * were called inactive; nt = no result given. Some of the compounds tested; the hit share may differ from the screen's.

SMILES	GC-A act	TCR CD3 inh	UHRF1 binding	rCAG RNA binder	GC-B act	HTRA1 inh	SIAE primary	MBD2 DNA inh	ABHD4 inh	PRMT1 inh
CC(C(=O)N(C1CC1)C1(C(=O)Nc2ccccc2)CCCC1)N1C(=O)c2ccccc2C1=O (centres undefined)	-2	2	0	-4	-4	-16	-1	0	0	-1
CCCN(CC(=O)Nc1ccc(F)c(F)c1F)C(=O)c1ccc(N2CCCC2=O)cc1	0	0	-3	0	3	1	2	1	-3	-4
CCOC(=O)CSc1nc2c(sc(=S)n2CCc2ccccc2)c(=O)n1Cc1ccco1	2	5	-2	7	-2	-13	-3	-2	2	7
O=C(NCc1ccccc1Cl)c1ccc(CS(=O)(=O)c2ccccc2)o1	4	4	1	-4	-3	-3	0	0	1	1
COc1ccc(NC(=O)CSc2ncnc3sc(C)cc23)cc1	-1	3	1	-2	2	-8	-3	-3	-3	1
CCOC(=O)C1CCN(CC(=O)c2c(C)[nH]c3cc(C)ccc23)CC1	-1	6	0	-7	-2	-6	3	-1	6	0
NS(=O)(=O)c1ccc(CCNC(=O)C2CC(=O)N(Cc3ccccc3Cl)C2)cc1 (centres undefined)	2	-5	0	2	9	-3	1	1	6	1
CCOc1ccccc1C(=O)NC(C(=O)Nc1cccnc1)C(C)C (centres undefined)	-4	-1	-4	-5	-7	2	-3	1	-3	-3
CC[C@@H](CCCCCCCn1ccc2ccccc21)CCC(=O)N(c1ccccc1)c1ccccc1	-1	nt	0	2	1	nt	2	2	0	4
CCN(CC)S(=O)(=O)c1ccc(Cl)c(NC(=O)COC(=O)c2ccc([N+](=O)[O-])o2)c1	-4	-4	-3	2	-2	4	6	-1	-7	-3
COc1ccc2c(c1)O/C(=C\c1ccccc1O)C2=O	-5	-11	1	15	-6	nt	-6	3	4	2
COCCn1c(Cc2ccccc2)nnc1SCC(=O)NC(C)C	2	5	2	0	3	1	-2	-2	-1	0
CCOC(=O)c1ccc(NC(=O)NCc2ccn(CC)n2)cc1	-5	2	5	0	2	2	-4	10	-12	4
COc1ccccc1N1CCN(CCCCOc2ccc(C)cc2C)CC1	-2	-5	2	-6	-8	3	-3	3	31*	4
CN1CCN(C(=O)c2cc3c(c(-c4cccc(Br)c4)n2)[C@@H](CCO)N(S(=O)C(C)(C)C)C3)CC1 (some centres undefined)	4	-1	-2	8	5	nt	0	0	2	-2

Three entries picked at random from those above, as already listed:
SMILES	GC-A act	TCR CD3 inh	UHRF1 binding	rCAG RNA binder	GC-B act	HTRA1 inh	SIAE primary	MBD2 DNA inh	ABHD4 inh	PRMT1 inh
CCCN(CC(=O)Nc1ccc(F)c(F)c1F)C(=O)c1ccc(N2CCCC2=O)cc1	0	0	-3	0	3	1	2	1	-3	-4
CC[C@@H](CCCCCCCn1ccc2ccccc21)CCC(=O)N(c1ccccc1)c1ccccc1	-1	nt	0	2	1	nt	2	2	0	4
NS(=O)(=O)c1ccc(CCNC(=O)C2CC(=O)N(Cc3ccccc3Cl)C2)cc1 (centres undefined)	2	-5	0	2	9	-3	1	1	6	1

Additional entries
SMILES	GC-A act	TCR CD3 inh	UHRF1 binding	rCAG RNA binder	GC-B act	HTRA1 inh	SIAE primary	MBD2 DNA inh	ABHD4 inh	PRMT1 inh
c1ccc(-c2cc(N3CCCCC3)ncn2)cc1	2	0	-1	-5	1	-2	-2	-2	1	1
C[C@H]1CNCCN1c1ccc(N2CCS(=O)(=O)CC2)c(C#N)c1	-1	-2	-1	4	0	nt	3	5	-1	-2
CCOc1cc(NC(=O)c2ccccc2C(=O)O)c(OCC)cc1NC(=O)c1ccccc1F	-4	-4	0	3	-5	23	11	1	0	-1
CC1CC(C)CN(C(=O)c2ccc(Br)c(S(=O)(=O)N3CCOCC3)c2)C1 (centres undefined)	-1	-5	4	0	5	5	3	0	5	2
COc1ccc(C(=O)OCC(=O)NCc2cccs2)c(OC)c1OC	-1	2	3	1	3	-4	-8	4	-2	-3
CCC(C)NC(=O)C1CCCN(S(=O)(=O)c2ccc3c(c2)CC(C)N3C(C)=O)C1 (centres undefined)	2	-6	4	1	4	4	-2	1	-5	26*
CC(C)(C)C(=O)N1CCN(c2ccc([N+](=O)[O-])c(-n3nc(-c4ccccc4)c4ccccc4c3=O)c2)CC1	3	-4	-1	12	0	3	-4	1	5	-2
CCCN1Cc2cccc(C(=O)Nc3ccc(CN4CCCC4)cc3)c2C1=O	3	12	2	4	-2	-10	3	1	-11	-1
CCN(CC(=O)NCc1ccncc1)S(=O)(=O)c1cc(Cl)ccc1Cl	0	5	-3	-2	-1	5	-4	-1	4	-1
O=[N+]([O-])c1ccc(Cl)cc1NCC1CCCO1 (centres undefined)	-1	-8	-4	3	-1	-14	-4	-3	3	1
Cc1cccc(S(=O)Cc2ccc(C(=O)N3CCOCC3)o2)c1 (centres undefined)	0	-3	5	2	3	1	-1	-2	0	3
CCn1c(=O)c(C(=O)NCc2ccccc2Cl)c(O)c2ccccc21	4	8	0	3	0	-3	-2	-5	4	-4
O=C(OCc1ccccc1F)c1cc(S(=O)(=O)N2CCCCC2)ccc1N1CCOCC1	2	6	-3	2	-3	-31	1	0	1	-4
COc1ccc(S(=O)(=O)n2c(CCN3CCOCC3)nc3ccccc32)cc1	5	-8	1	-7	13	1	11	9	1	0
COc1ccc(Cc2noc(-c3ccc(C)cc3)n2)cc1	-4	4	0	-4	4	-11	-5	0	0	-1

Part of the list above, set out differently:
Every second line gives: GC-A act | TCR CD3 inh | UHRF1 binding | rCAG RNA binder | GC-B act | HTRA1 inh | SIAE primary | MBD2 DNA inh | ABHD4 inh | PRMT1 inh
> c1ccc(-c2cc(N3CCCCC3)ncn2)cc1
    2 | 0 | -1 | -5 | 1 | -2 | -2 | -2 | 1 | 1
> C[C@H]1CNCCN1c1ccc(N2CCS(=O)(=O)CC2)c(C#N)c1
    -1 | -2 | -1 | 4 | 0 | nt | 3 | 5 | -1 | -2
> CCOc1cc(NC(=O)c2ccccc2C(=O)O)c(OCC)cc1NC(=O)c1ccccc1F
    -4 | -4 | 0 | 3 | -5 | 23 | 11 | 1 | 0 | -1
> CC1CC(C)CN(C(=O)c2ccc(Br)c(S(=O)(=O)N3CCOCC3)c2)C1 (centres undefined)
    -1 | -5 | 4 | 0 | 5 | 5 | 3 | 0 | 5 | 2
> COc1ccc(C(=O)OCC(=O)NCc2cccs2)c(OC)c1OC
    -1 | 2 | 3 | 1 | 3 | -4 | -8 | 4 | -2 | -3

The listing continues:
SMILES	GC-A act	TCR CD3 inh	UHRF1 binding	rCAG RNA binder	GC-B act	HTRA1 inh	SIAE primary	MBD2 DNA inh	ABHD4 inh	PRMT1 inh
O=C(COc1cccnc1[N+](=O)[O-])NCCc1ccc(Cl)cc1	3	4	0	-3	-10	-1	-2	-1	9	0
Cc1ccc(N2C(=O)CC(Sc3nc(C)cc(C)n3)C2=O)cc1 (centres undefined)	1	3	-1	-5	-1	-3	-6	-4	4	0
N#Cc1sc2nc(-c3cccs3)cc(-c3ccccc3)c2c1N	9	10	3	6	-1	0	2	-3	0	7
Cc1csc(SCC(=O)NC(=O)c2ccccc2)n1	0	-10	3	0	-2	5	-6	-3	6	0
O=S(=O)(NC(=S)c1ccccc1)c1ccc(Cl)cc1	3	1	-2	11	0	2	-4	-6	5	-2
COc1cccc(NC(=O)c2cc(OC)c(OC)c(OC)c2Br)c1	1	-6	-1	2	1	1	7	4	-2	-3
O=C(CN1CCN(C2CCCCC2)CC1)Nc1ccccc1-c1ccccc1	-7	-3	3	-10	1	2	-2	0	14	0
CCOc1ccc(Br)cc1S(=O)(=O)N1CCC(C(N)=O)CC1	-6	-6	1	0	3	1	-8	-2	-8	5
Cc1ccc(N(C(=O)Cn2nnc(-c3ccccc3F)n2)C(C(=O)NC2CCCC2)c2ccncc2)cc1 (centres undefined)	2	3	0	-3	-3	0	2	-2	0	-1
CC1=C(C(=O)N(C(C)C)C(C)C)CC(CC(=O)NCCCN(C)C)C(=O)N1Cc1ccccc1 (centres undefined)	-2	11	1	3	1	nt	1	-3	-1	-4
COc1cc2c(cc1OC)CN(Cc1ccc(OC)c(C)c1OC)CC2	-1	-1	4	-6	-3	3	-2	5	2	-2
Cc1nc2ccccc2c(=O)n1C1CCCCCC1	1	0	1	-8	-4	-4	-3	5	6	4
CC(C)C(=O)N(Cc1cc2ccccc2[nH]c1=O)C(C)(C)C	5	0	0	-4	-1	1	9	-1	0	0
COC(=O)C1(CCSC)NC(c2ccccc2OC)C2C(=O)N(C)C(=O)C21 (centres undefined)	-2	0	6	2	0	-3	-3	11	-22	4
CCn1c(SCC(=O)N2CCOCC2)nnc1-c1ccco1	1	-1	0	1	1	13	0	0	-3	-2
O=C(COC(=O)c1cccc(Cl)c1Cl)NC1CCCCCC1	-2	2	18	2	0	8	2	4	1	-4
O=C(NC1C=CS(=O)(=O)C1)c1sc2ccccc2c1Cl (centres undefined)	-4	0	-1	0	0	0	1	-5	6	1
O=C(COC(=O)c1ccc(O)cc1)NCCC1=CCCCC1	-4	0	-2	0	-2	-7	-2	2	1	-4
O=C(/C=C/c1cccc(F)c1)OCC(=O)N1CCCC1	1	7	17	-1	-1	5	6	5	0	2
O=C(CSc1ncn[nH]1)N1c2ccccc2Sc2ccccc21	-3	8	-2	3	-1	-3	4	1	0	-2
Cn1c(CN2CCN(S(C)(=O)=O)CC2)nc2cc([N+](=O)[O-])ccc21	-1	4	1	3	3	2	6	2	5	-3
Cc1ccc(N/C(N)=N/c2nc3c(c(=O)[nH]2)CCCC3)c(C)c1	-2	2	2	0	-1	-5	7	-4	-7	-3
COC(=O)c1cccc(NC(=O)c2cccnc2C(=O)O)c1C	-4	-4	3	2	-3	0	-4	-5	1	0
CC(=O)N1CCN(Cc2cc(=O)oc3ccc4ccccc4c23)CC1	6	4	-3	3	-9	nt	-8	-4	0	-2
Cc1c(Nc2ncnc3nc[nH]c23)c(=O)n(-c2ccccc2)n1C	1	3	2	0	0	1	2	3	2	2
COc1ccc(C2SCC(=O)N2c2ccc(OC)cc2)cc1 (centres undefined)	-9	-2	0	-4	-9	-8	3	2	0	4
Cc1c(C)c2ccc(OC(C)C(=O)NCCCn3ccnc3)c(C)c2oc1=O (centres undefined)	-1	6	-1	-2	1	-4	-6	-3	-5	-2
